Screening results: PubChem, National Center for Advancing Translational Sciences (NCATS)
D1 antag – Antagonist of Human D 1 Dopamine Receptor: qHTS; D(1A) dopamine receptor (Homo sapiens), P21728; HEK293 TREx D1 cells, calcium flux, dopamine EC80; active compounds read low; activity change, negative = inhibition, % at 10 µM; 360,000 compounds, 3.2% hits; in the data active = activity change below about -30%; also: % is scaled to controls: 0 for no effect and ±100 for the full control effect
Target sequence (P21728 whole entry, looked up): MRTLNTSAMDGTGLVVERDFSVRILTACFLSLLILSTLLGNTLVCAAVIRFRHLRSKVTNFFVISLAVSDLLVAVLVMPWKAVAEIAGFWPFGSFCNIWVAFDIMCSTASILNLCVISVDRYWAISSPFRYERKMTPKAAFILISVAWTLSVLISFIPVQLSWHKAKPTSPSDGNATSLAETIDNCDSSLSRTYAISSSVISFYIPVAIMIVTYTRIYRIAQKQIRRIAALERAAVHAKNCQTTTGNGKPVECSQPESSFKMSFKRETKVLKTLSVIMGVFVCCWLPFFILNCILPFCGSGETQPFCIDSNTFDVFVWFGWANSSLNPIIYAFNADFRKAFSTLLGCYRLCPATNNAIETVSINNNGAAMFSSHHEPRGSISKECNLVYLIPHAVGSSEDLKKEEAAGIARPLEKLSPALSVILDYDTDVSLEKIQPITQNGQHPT
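Inducible Hek293 Trex D1 cells (tetracycline, overnight, 30 C). Calcium dye 30–90 min RT. Antagonist mode: EC80 dopamine added after 180 s compound read.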
D1 agonist – Allosteric Agonists of the Human D1 Dopamine Receptor: qHTS. D(1A) dopamine receptor (Homo sapiens), P21728. HEK293 T-REx D1 cells, calcium flux, agonist mode. activation, % at 2 µM. 360,000 compounds, 1% hits; in the data active = activation above about 30%; also: 0% is about no effect
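Tetracycline-induced HEK293 TREx D1 cells, force-coupled to calcium signalling, were dye-loaded with a no-wash calcium kit. Compound was pin-added after a 10 s baseline. Fluorescence was read kinetically at 1 cycle/s for 180 s, with calcium rises flagged as agonism.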
D2 potentiator – HTS Assay for Positive Allosteric Modulators of the Human D2 Dopamine Receptor: Primary Screen for Potentiators | HEK293 T-REx D2, calcium flux, EC20 dopamine potentiation | 340,000 compounds, 0.34% hits | D(2) dopamine receptor (Homo sapiens), P14416 | AID 485347, 2010 | potentiation, % at 10 µM;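 active = potentiation over 3 SD above the plate norm, cut at about 30% in these data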; also: 0% is about no effect
Target sequence (P14416 whole entry, looked up): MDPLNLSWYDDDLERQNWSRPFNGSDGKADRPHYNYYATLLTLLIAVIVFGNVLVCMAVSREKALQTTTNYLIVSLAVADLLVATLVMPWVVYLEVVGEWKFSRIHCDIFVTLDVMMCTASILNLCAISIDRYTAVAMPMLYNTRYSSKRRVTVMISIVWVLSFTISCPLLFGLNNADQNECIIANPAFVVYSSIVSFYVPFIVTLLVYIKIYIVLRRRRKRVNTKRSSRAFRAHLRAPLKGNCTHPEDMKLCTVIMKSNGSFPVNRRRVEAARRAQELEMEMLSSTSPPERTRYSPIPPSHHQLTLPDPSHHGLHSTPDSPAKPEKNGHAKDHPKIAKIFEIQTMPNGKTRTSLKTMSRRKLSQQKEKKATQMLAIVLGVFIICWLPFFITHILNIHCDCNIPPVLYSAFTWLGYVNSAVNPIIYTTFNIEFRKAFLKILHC
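Tetracycline-induced Hek293 Trex D2 cells, force-coupled to calcium, loaded with no-wash calcium dye. Compound added with 180 s kinetic read for agonism, then EC20 dopamine and a further 180 s read for potentiation.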
GRP78 ERSR act – qHTS for Inducers of the Endoplasmic Reticulum Stress Response (ERSR) in Human Glioma: qHTS; U87-MG GRP78 promoter luciferase reporter, 16 h; Potency, µM, for inactives: at the highest dose activation, hits mostly activators; 420,000 compounds, 0.02% hits; AID 602332, 2012; also: potency is read from the fitted curve at half-maximal effect; series mostly up to about 76 µM; % of control where 0% means no effect; nearly all actives have a fitted effect of over 35% in size
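Stably transfected U87-MG human glioma cells carrying a GRP78-based luminescent sensor were seeded at 1000 cells/well, pin-dosed with compounds and incubated 16 h. Luciferase reagent was then added, and end-point luminescence was read after 10 min at room temperature.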
Vif-APOBEC3F blk – qHTS for Inhibitors of Vif-A3F Interactions: qHTS | HeLa A3F-eYFP + Vif (tagged APOBEC3F with the HIV-1 protein that degrades it), YFP fluorescence increase | Potency, µM (highest dose often 46.1 µM), for the others: at the highest dose activity, negative = active | 390,000 compounds, 0.2% hits | AID 602313, 2012; also: potency is read from the fitted curve at half-maximal effect; % of control where 0% means no effect; nearly all actives have a fitted effect of over 65% in size
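HeLa cells stably expressing Vif plus C-terminally eYFP-tagged A3F were seeded, incubated overnight at 37 deg C, dosed with compound, incubated overnight again at 37 deg C. Yellow fluorescence (Ex 488/Em 500-530) reported blocked Vif-mediated A3F-eYFP degradation.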
RXFP1 agonist – qHTS Assay for Agonists of the Relaxin Receptor RXFP1 | Relaxin receptor 1 (Homo sapiens), Q9HBX9 | HEK293T-RXFP1 cAMP TR-FRET, 30 min; response scale: percent of porcine relaxin response, buffer zero | Potency, µM (doses to about 57.5 µM), for the others: top-dose activation, most hits filed as activators | 370,000 compounds, 0.3% hits; also: potency is read from the fitted curve at half-maximal effect; % is scaled to controls: 0 for no effect and ±100 for the full control effect; nearly all actives have a fitted effect of over 60% in size; many of its hits are not listed in these tables
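cAMP rise read by TR-FRET after 30 min, 37C compound exposure (up to 58 uM) in RXFP1-transfected HEK293 cells with Ro 20174 present. EC50 from Hill-equation fits, with 29 nM porcine relaxin as 100% and buffer as basal.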
Vif-APOBEC3G blk – qHTS for Inhibitors of Vif-A3G Interactions: qHTS. AID 602310, 2012. 410,000 compounds, 0.076% hits. HeLa A3G-eYFP + Vif (tagged APOBEC3G with the HIV-1 protein that degrades it), YFP fluorescence, overnight. DNA dC->dU-editing enzyme APOBEC-3G (Homo sapiens), Q9HC16. Potency, µM (series often up to 46.1 µM), for the others: at the highest dose activity, negative = active, hits mostly inhibitors;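 also: potency is read from the fitted curve at half-maximal effect; % is scaled to controls: 0 for no effect and ±100 for the full control effect; nearly all actives have a fitted effect of over 60% in size; hits raise eYFP signal because A3G escapes Vif-driven loss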
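HeLa cells stably expressing Vif and C-terminally eYFP-tagged A3G, seeded overnight at 37 deg C, then exposed to compound by pintool overnight at 37 deg C. Rise in yellow fluorescence (Ex 488/Em 500-530, Acumen) marks blocked Vif-driven A3G degradation.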
D1 potentiator – Potentiators of Human D1 Dopamine Receptor: qHTS; potentiation, % at 10 µM; 360,000 compounds, 0.036% hits; AID 504651, 2011; D(1A) dopamine receptor (Homo sapiens), P21728; HEK293 TREx D1 cells, calcium flux, dopamine EC20 potentiation; in the data active = potentiation above about 30%; also: 0% is about no effect
RXFP1 antag – qHTS Assay for Antagonists of the Relaxin Receptor RXFP1. Relaxin receptor 1 (Homo sapiens), Q9HBX9. HEK293-RXFP1, relaxin-stimulated cAMP HTRF, 30 min; active compounds read low. AID 1259400, 2018. 350,000 compounds, 0.59% hits. activity change, negative = inhibition, % at 57.5 µM;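 active = activity change of -60% or lower, but not beyond a set lower limit; inconclusive = change between -60% and -40%, or beyond the set limit; inactive = change above -40%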; also: % is scaled to controls: 0 for no effect and ±100 for the full control effect
Numbers without * were called inactive; ? = inconclusive; . = no result given; & = joins results of further samples. Unless noted, calls follow the shape of the dose curve; as a rule, active = well fitted curve in the direction sought with a large enough effect; inconclusive = small, poorly fitted or top-dose-only effect, or another doubt; inactive = no such curve, though single readings can be large; an effect the other way counts as inactive or inconclusive. An excerpt; the hit share may differ from the screen's.

Order of values: D1 antag, D1 agonist, D2 potentiator, GRP78 ERSR act, Vif-APOBEC3F blk, RXFP1 agonist, Vif-APOBEC3G blk, D1 potentiator, RXFP1 antag
[1] CCc1cc2cc(C)cc(C)c2nc1SCC(=O)NNC(=O)c1ccco1
    1, 4, -2, 0%, 2%, 11%, -9%, -8, 1
[2] CCN(CC)C(=O)CC(c1ccc(OC)cc1)c1c(OC)cc(OC)c2ccc(=O)oc12 (centres undefined)
    12, 6, 8, -2%&-5%, 0%, -2.1%, -5%&-6%, -1, .
[3] Cc1ccc(CNC(=O)CCNS(=O)(=O)c2ccc(C)cc2)cc1
    6, 0, 24, -7%, -2%, 4.3%, 1%, -8, 0
[4] COc1ccc(C(=O)C2CCN(C(=O)c3ccc(F)cc3)CC2)cc1
    -27, 8, ., 0%, 6%, 1.4%, -6%, -4, -17
[5] Cc1c(NC(=O)c2ccccc2F)c(=O)n(-c2ccccc2)n1C
    -2, 8, 8, 2%, -5%, 0.3%, 0%, -9, -11
[6] CCOC(=O)c1cc2sccc2n1CC(=O)OC
    -10, 0, 4, -6%, -5%, 2.2%, 4%, -1, 1
[7] O=C(Nc1ccccc1Cl)Nc1cccnc1Cl
    -14, 0, ., 0%, 20%, 2.4%, -11%, -3, -7
[8] CCOC(=O)N(CC)OC(=O)Nc1ccc(Cl)cc1
    -13, 3, 7, 1%, -1%, 0.7%, 1%, -2, -13
[9] Cc1c(NC(=O)COc2cccc(Br)c2)c(=O)n(-c2ccccc2)n1C
    7, 0, 4, -2%, -14%, -1.0%, 0%, 2, -31
[10] C[C@H]1CN([C@@H](C)CO)C(=O)c2cc(Br)cnc2O[C@H]1CN(C)C(=O)c1cccnc1
    ., ., ., 0%, 5%, ., -1%, ., 10
[11] COc1ccc(Cn2c(=O)[nH]c3cc(C(=O)N4CCN(c5ccccn5)CC4)ccc3c2=O)cc1
    -9, 0, 6, -2%, 11%, -0.1%, -3%, -3, -18
[12] CC1NC(=O)c2cc3ccccc3cc2-n2c1nc1cc(F)ccc1c2=O (centres undefined)
    ., ., ., -2%, 0%, ., 0%, ., -7
[13] O=C(O)c1cccc(Cn2c(Cl)c(/C=N/NC(=O)c3ccccc3O)sc2=O)c1
    9, 4, 8, -1%, -9%, -1.3%, -4%, -10, 4
[14] CC(=O)c1ccc(S(=O)(=O)N(C)CC(=O)N2CCCCCC2)cc1
    -5, 1, -5, 2%, 0%, 0.3%, -2%, -7, 3
[15] COc1ccc(/C=N/S(=O)(=O)CCc2ccccc2)c(OC)c1
    -13, 6, -4, -2%, -3%, -1.5%, -4%, -6, -15
[16] O=C(c1ccc(OC2CCN(Cc3ccccn3)CC2)cc1)N1CCC[C@H]1CO
    17, 1, -11, -3%, -9%, -1.1%, -2%, 9, -7
[17] CC1CN(S(=O)(=O)c2cccc(C(=O)Nc3cc(Cl)ccc3N3CCOCC3)c2)CC(C)O1 (centres undefined)
    5, 3, 15, 2%, -2%, -0.8%, 0%, 2, 4
[18] CCC(C)NC(=O)c1oc2ccc(S(=O)(=O)N3CCC4(CC3)OCCO4)cc2c1C (centres undefined)
    -13, 5, 18, 12%, 12%, -0.2%, -1%, 7, 2
[19] c1ccc2sc(SCSc3nc4ccccc4s3)nc2c1
    22, 9, -25, 5%, 1%, -0.8%, 1%, -2, -8
[20] Cc1cccn2c(=O)c3cc(C(=O)N4CCOCC4)n(C)c3nc12
    -1, 0, 3, -4%, 6%, 19%, -1%, 16, 9
[21] CCCn1c(NCc2ccc(N(CC)CC)cc2)nc2ccccc21
    8, 15, 0, 0%, 1%, -0.2%, 5%, -3, -15
[22] CCN(CC)S(=O)(=O)c1cc(NC(=O)COC(=O)CCC(=O)c2cccs2)ccc1C
    0, 23, 2, -2%, -12%, 1.0%, -9%, -13, -4
[23] O=C1C=CC(=Nc2ccc3c(c2)Cc2ccccc2-3)O1
    ., ., ., -3%, 0%, ., -2%, ., -12
[24] O=C(Cn1cnc([N+](=O)[O-])n1)N/N=C/c1cccc2ccccc12
    -4, 6, -22, -1%, 1%, -0.1%, -4%, -7, 3
[25] CCN(C(=O)CSc1nnc(C)n1-c1ccccc1)C1CCS(=O)(=O)C1 (centres undefined)
    -3, 0, 4, -2%, 1%, 0.0%, -2%, 0, -4
[26] NCCCC[C@@H]1NC(=O)c2cc([N+](=O)[O-])cc(I)c2SC[C@@H](C(N)=O)NC(=O)[C@H](CCC(N)=O)NC1=O
    10, -2, -2, -3%, 1%, 2.9%, 0%, -4, .
[27] Cc1ccc(Cn2ccc(C3CC3)n2)cc1
    -12, 1, 5, 1%, 3%, -0.1%, 3%, 0, 10
[28] COc1ccc(C(NC(=O)CNC(C)=O)C(=O)Nc2ccc3c(c2)OCCO3)cc1 (centres undefined)
    -6, 1, ., -7%, 7%, -0.2%, 1%, 1, -4
[29] CCN(CC)C(=O)C1CCCN(C/C=C/c2ccccc2[N+](=O)[O-])C1 (centres undefined)
    -62*, 5, -13, -3%, -10%, 2.4%, -1%, -3, 22
[30] CNC(=O)c1cc(C(=O)c2ccc(F)cc2Cl)c[nH]1
    8, 4, -1, 3%, 2%, -0.2%, -2%, -4, 10
[31] Cn1nc(NC(=O)C(F)(F)F)c2nccnc21
    ., ., ., -3%, -9%, ., 4%, ., -3
[32] CCOc1ccc(NC(=O)COC(=O)CCC(=O)c2cccs2)cc1
    -16, 0, 10, 0%, -19%, -0.2%, -3%, 1, -14
[33] O=C(OCC1CCCO1)c1ccc2c(c1)N(Cc1cccc(F)c1)C(=O)c1ccccc1S2(=O)=O (centres undefined)
    7, 8, 1, -1%, 1%, 2.4%, -2%, -5, -5
[34] COc1cc(C(O)C(=O)O)ccc1O (centres undefined)
    1, 0, 7, 0%&-2%&-4%, -6%, -1.3%, -4%, 1, .
[35] COc1ccc(C(CNc2ccc(C(F)(F)F)cn2)N(C)C)cc1OC (centres undefined)
    19, 5, -9, -1%, -14%, -0.5%, 2%, -1, -6
[36] Cc1ccc(CNC(=O)C2CC(=O)N(C3CCCC3)C2)cc1 (centres undefined)
    -2, 0, -2, -3%, -8%, 0.0%, -1%, -6, 0
[37] Nc1nc(-c2ccc(F)cc2)cs1
    -17, 0, -2, -2%, 1%, 3.0%, -7%, -4, -3
[38] c1ccc2cc3c(NCCN4CCOCC4)ccnc3cc2c1
    -11, 3, 24, 9%, ?, -0.6%, 0%, -6, 2
[39] CCN(CC(=O)Nc1ccc(OC)cc1)CC(=O)Nc1ccc2c(c1)OCO2
    21, 1, -6, -4%, 9%, 0.6%, -1%, ., -7
[40] Cn1c(N)c(C(=O)NCc2ccccc2)sc1=S
    4, 3, -4, -3%, 0%, -0.1%, -7%, 0, -6
[41] Cc1ccc(NC(=O)N/C=C/c2ccco2)cc1C
    6, 4, -9, 0%, -1%, -1.2%, -2%, -7, -1
[42] CCc1cccc(Nc2c([N+](=O)[O-])cc(C(=O)N3CC(=O)Nc4ccccc43)cc2[N+](=O)[O-])c1
    0, 2, 6, -4%, -5%, 0.1%, -1%, 1, -1
[43] CCOc1ccccc1N(CC(=O)NC1CCCC1)S(=O)(=O)c1ccc(C)cc1
    14, 5, -2, -4%, 4%, 0.0%, 2%, ., -7
[44] O=C(NCc1ccco1)C1CCCN1C(=O)NCc1ccccc1 (centres undefined)
    -7, 3, 10, -6%, -2%, 0.5%, 2%, -7, 1
[45] O=C(CN1C(=O)/C(=C/c2cccc(Br)c2)SC1=S)NC1=NCCS1
    ., 1, -11, 0%, 1%, 0.3%, 2%, -5, ?
[46] Cc1ccc(C(c2sc3nc(C)nn3c2O)N2CCN(c3ccc(F)cc3)CC2)cc1 (centres undefined)
    4, 1, 3, -4%, -11%, -0.1%, 0%, -2, -2
[47] Cc1cc(NC(=O)CSc2nnc(C3CC3)n2C)no1
    -4, 4, 20, -1%, -9%, 2.8%, -1%, -3, -6
[48] CCCCCn1c(=O)c2c(nc3n2CCN3c2ccc(Br)cc2)n(C)c1=O
    7, 0, -4, -1%, -8%, 1.6%, -8%, 4, -3
[49] NC(=O)CC(NC(=O)Cc1ccc(Br)cc1)c1ccc(NC2CC3CCC2C3)c([N+](=O)[O-])c1 (centres undefined)
    4, 0, 3, -4%, -11%, -0.1%, -1%, 5, .
[50] CN1CCCC(CC2c3ccccc3Sc3ccccc32)C1 (centres undefined)
    -41*, 53*, -19, -2%, -5%, 1.2%, 3%, -1, -32
[51] COc1cc(OC)cc(C(=O)Oc2ccc(/C=N/Nc3nc4ccccc4s3)cc2OC)c1
    7, 1, 8, 6%, 2%, 1.8%, -7%, 2, -31
[52] Cc1ccc(C(=O)NNc2nc3ccccc3nc2C(F)(F)F)cc1
    19, 1, -15, -4%, -2%, -0.5%, -4%, -4, -10
[53] C=C(C)CNC(=S)N/N=C(\C)c1cccc(NC(C)=O)c1
    -2, 3, -5, 15%, ?, 1.2%, -3%, -8, -10
